Screening data: PubChem, several laboratories
HePTP inhibitor: blocks human HePTP tyrosine phosphatase | P35236 | 110,000 tested, 0.64% active | recombinant HePTP phosphatase activity, OD absorbance | AID 521 | inhibition, % at 20 µM; in the data active = inhibition above about 50%;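 also: plate controls were vehicle for no effect and reference inhibitor for full effect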
Target sequence (P35236 whole entry, looked up): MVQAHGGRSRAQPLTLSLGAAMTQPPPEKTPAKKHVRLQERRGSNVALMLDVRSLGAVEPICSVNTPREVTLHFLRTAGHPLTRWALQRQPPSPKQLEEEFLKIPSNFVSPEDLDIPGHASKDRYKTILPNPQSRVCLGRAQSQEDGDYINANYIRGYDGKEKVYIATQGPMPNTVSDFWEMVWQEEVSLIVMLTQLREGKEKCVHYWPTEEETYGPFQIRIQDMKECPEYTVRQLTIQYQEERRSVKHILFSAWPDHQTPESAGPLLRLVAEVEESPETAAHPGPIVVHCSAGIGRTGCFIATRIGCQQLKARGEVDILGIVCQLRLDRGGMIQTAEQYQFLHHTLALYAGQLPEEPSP
BAP1 inh: inhibitors of human BAP1 deubiquitinase. recombinant BAP1, Ub-AMC hydrolysis fluorescence kinetic; stronger effect = lower value. 72,000 tested, 0.48% active. activity remaining (% of control), % at 20 µM;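 active = activity remaining at or below 50% of control, provided the compound also passes the data quality filters; inactive = the rest, including low values that fail the filters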;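 also: 100% = DMSO wells rate and 0% = substrate alone blank rate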
Target sequence (Q92560 whole entry, looked up): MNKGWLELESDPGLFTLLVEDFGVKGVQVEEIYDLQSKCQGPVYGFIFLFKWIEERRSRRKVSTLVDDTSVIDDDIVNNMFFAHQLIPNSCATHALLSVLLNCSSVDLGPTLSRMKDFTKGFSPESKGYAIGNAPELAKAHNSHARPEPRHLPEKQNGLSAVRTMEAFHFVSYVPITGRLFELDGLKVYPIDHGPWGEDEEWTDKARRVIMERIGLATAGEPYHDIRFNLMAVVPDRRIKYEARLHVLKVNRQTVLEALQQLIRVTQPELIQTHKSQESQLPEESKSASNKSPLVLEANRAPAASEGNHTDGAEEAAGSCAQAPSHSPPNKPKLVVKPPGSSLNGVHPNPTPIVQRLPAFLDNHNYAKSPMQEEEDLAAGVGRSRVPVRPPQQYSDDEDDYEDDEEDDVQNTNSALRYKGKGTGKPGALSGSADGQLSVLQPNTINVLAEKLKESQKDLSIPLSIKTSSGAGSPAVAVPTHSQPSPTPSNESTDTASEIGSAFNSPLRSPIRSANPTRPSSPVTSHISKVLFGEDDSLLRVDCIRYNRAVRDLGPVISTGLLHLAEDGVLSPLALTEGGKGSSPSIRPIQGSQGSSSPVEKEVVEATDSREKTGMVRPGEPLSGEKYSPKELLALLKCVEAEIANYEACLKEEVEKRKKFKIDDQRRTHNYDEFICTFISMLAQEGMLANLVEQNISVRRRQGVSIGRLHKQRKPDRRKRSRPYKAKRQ
An asterisk follows results filed as active; & = joins results of further samples.

For CCN(CC)CCCOc1ccc(C)cc1Cl the results were HePTP inhibitor -7.
`COc1ccc(S(=O)(=O)Nc2c(C)n(C)n(-c3ccccc3)c2=O)cc1[N+](=O)[O-]` gave BAP1 inh 150.
For COc1ccc(C2C3=C(CC(C)(C)CC3=O)NC3=C2C(=O)CC(C)(C)C3)cc1C(=O)O the results were HePTP inhibitor 4.
For COc1cccc(-n2c(C)nnc2SCC(=O)Nc2ccccc2N2CCOCC2)c1 the results were HePTP inhibitor 7 and BAP1 inh 115.
`O=C(O)CCNS(=O)(=O)c1ccc2c(c1)Cc1ccccc1-2` gave HePTP inhibitor 2 and BAP1 inh 100.
For O=C(O)CCC(=O)CCC(=O)c1ccc(Cl)cc1 the results were HePTP inhibitor 1.
c1ccc2c(c1)ncn2CCN1CCCCC1 was read as HePTP inhibitor 2.
For O=C(Nc1cccc(Cl)c1Cl)c1cc2nc(-c3ccc([N+](=O)[O-])cc3)cc(C(F)(F)F)n2n1 the results were HePTP inhibitor 18.
Cc1cc(C)cc(N(CC(=O)NC2CC3CCC2C3)S(=O)(=O)c2ccccc2)c1 (stereo unspecified) was read as HePTP inhibitor 10.
For Cc1ccc(NC(=O)NCCc2ccc(S(N)(=O)=O)cc2)cc1 the results were HePTP inhibitor 8 and BAP1 inh 62.
Screening Cc1ccc(N2C(=O)C(Cl)=C(Nc3ccc(C)c(C)c3)C2=O)c(C)c1 returned HePTP inhibitor 0 and BAP1 inh 98.
Screening CCOC(=O)C1=NNC2C(=O)N(c3cc(OC)ccc3OC)C(=O)C12 (stereo unspecified) returned HePTP inhibitor -7.
Screening CC(C)(C)c1cc(NC(=O)COC(=O)c2ccc3c(=O)n4c(nc3c2)CCC4)n(-c2ccccc2)n1 returned HePTP inhibitor 7 and BAP1 inh 99.
`O=C(NC1CCCCCC1)c1cc(S(=O)(=O)N2CCOCC2)ccc1N1CCCCC1` gave HePTP inhibitor 10 and BAP1 inh 75.
CC(C)Cn1c(N)c(C(=O)NCc2cccs2)c2nc3ccccc3nc21 was read as HePTP inhibitor -1 and BAP1 inh 118.
Cc1cc(NS(=O)(=O)c2ccc(OCCNS(C)(=O)=O)cc2)no1 was read as HePTP inhibitor 8 and BAP1 inh 71.
Screening Cc1ccc2c(NC(=O)C3CC3)c(C)ccc2n1 returned HePTP inhibitor -6 and BAP1 inh 99.
For O=C(CN(C(=O)c1cc2c(s1)CCC2)C1CCCC1)NCc1cccs1 the results were HePTP inhibitor -4 and BAP1 inh 101.
For Cc1ccc(C(=O)Nc2cccc(NC(=O)c3ccc(F)cc3)c2)cc1[N+](=O)[O-] the results were BAP1 inh 82.
For CC(NC(=O)C(NC(=O)OCc1ccccc1)C(C)C)C(=O)OCc1ccc([N+](=O)[O-])cc1 (stereo unspecified) the results were HePTP inhibitor -12.
`CCCOc1ccccc1/C=C1\N=C(c2ccccc2)OC1=O` gave HePTP inhibitor 5.
For COc1cc(C(=O)N/N=C/C2CC=CCC2)ccc1O (stereo unspecified) the results were HePTP inhibitor 8.
For CCN1C(=O)NC(c2ccccc2[N+](=O)[O-])C(C(=O)OCCc2ccccc2)=C1C (stereo unspecified) the results were BAP1 inh 72.
`CCOc1cc(C)c(C(C)C)cc1S(=O)(=O)n1ccc(C)n1` gave HePTP inhibitor 11 and BAP1 inh 63.
CCCc1cc(=O)oc2cc(OC(C)C(=O)O)ccc12 (stereo unspecified) was read as BAP1 inh 178.
`O=C(Nc1ncnc2sc3c(c12)CCCCC3)c1ccco1` gave HePTP inhibitor 5 and BAP1 inh 74.
Screening CCOc1ccc(CCNC(=O)C2CCCN(c3nn4c(=O)cc(C)nc4s3)C2)cc1 (stereo unspecified) returned HePTP inhibitor -1 and BAP1 inh 89.
`O=Cc1ccc(OC(=O)c2ccccc2I)cc1` gave HePTP inhibitor 1.
For CCOc1ccc2sc(NC(=O)CCCC(=O)OCC(F)(F)C(F)F)nc2c1 the results were HePTP inhibitor 0.
`CCS(=O)(=O)NCCCCc1ccccc1` gave HePTP inhibitor -3 and BAP1 inh 87.
Screening Cc1ccc2[nH]c(=O)c(CN(Cc3ccc4c(c3)OCO4)Cc3nnnn3C3CCCC3)cc2c1 returned HePTP inhibitor 5.
Screening COc1ccccc1N1C(=O)NC(=O)/C(=C/c2c(OC)ccc3ccccc23)C1=O returned HePTP inhibitor 2.
Screening CSc1nc2ccc(NC(=O)c3ccc([N+](=O)[O-])o3)cc2s1 returned HePTP inhibitor -8.
`CNc1nc(SC)nc(N2CCOCC2)n1` gave HePTP inhibitor 1 and BAP1 inh 112.
For CC(C)C(=O)N(c1ccc(F)cc1)C1C=CS(=O)(=O)C1 (stereo unspecified) the results were HePTP inhibitor 3 and BAP1 inh 87.
`Cc1cc(C(=O)Nc2cccnc2)no1` gave HePTP inhibitor -10.
O=C(Nc1ccccc1C(=O)O)c1ccc(NC(=O)c2cccs2)cc1 was read as HePTP inhibitor -11.
Screening COc1ccc2c(=O)c(-c3ccc4c(c3)OCCCO4)c(C)oc2c1 returned BAP1 inh 115.
Screening COC(=O)C1CC(=O)N(c2ccccc2)C1 (stereo unspecified) returned HePTP inhibitor -9.
O=S(=O)(c1ccc(Br)c2nsnc12)N1CCC(Cc2ccccc2)CC1 was read as BAP1 inh 63.
For CCN(CC)CCC(=O)c1ccc2c(c1)OCO2 the results were HePTP inhibitor 3.
COc1ccc2[nH]c(=O)c(CN(C(=O)c3ccccn3)C3CCCCC3)cc2c1 was read as HePTP inhibitor -7.
`CCOC(=O)c1sc(NC(=O)c2ccc(Br)o2)cc1C` gave HePTP inhibitor -10.
`COc1ccc(N2C(=O)C3C(C2=O)C2C=CC3C23CC3)cc1` (stereo unspecified) gave HePTP inhibitor -12.
`CC1(C)C/C(=N\O)c2cc3c(nc2C1)CCCC3` gave HePTP inhibitor 3&-16 and BAP1 inh 87.
`COc1cc(C2C(C(=O)c3ccc(C)o3)=C(O)C(=O)N2c2cc(C)on2)cc(OC)c1OC` (stereo unspecified) gave HePTP inhibitor -1 and BAP1 inh 92.
Cc1cc(C)c(NC(=O)CCCN2CCOCC2)c(C)c1 was read as HePTP inhibitor 5 and BAP1 inh 84.
Screening COc1ccc(NC2CC(=O)N(CCc3ccccc3)C2=O)cc1 (stereo unspecified) returned HePTP inhibitor -18.
`O=C1C(Nc2ccc(F)cc2)=CC(c2ccc([N+](=O)[O-])cc2)N1c1ccc(F)cc1` (stereo unspecified) gave HePTP inhibitor 1.
`CCOC(=O)c1c(C)sc(C=O)c1NC(=O)c1ccc(Cl)cc1` gave HePTP inhibitor -4.

12 structures from above, arranged by SMILES length, descending:
`COc1cc(C2C(C(=O)c3ccc(C)o3)=C(O)C(=O)N2c2cc(C)on2)cc(OC)c1OC` (stereo unspecified) gave HePTP inhibitor -1 and BAP1 inh 92.
`O=C1C(Nc2ccc(F)cc2)=CC(c2ccc([N+](=O)[O-])cc2)N1c1ccc(F)cc1` (stereo unspecified) gave HePTP inhibitor 1.
COc1ccc2[nH]c(=O)c(CN(C(=O)c3ccccn3)C3CCCCC3)cc2c1 was read as HePTP inhibitor -7.
O=S(=O)(c1ccc(Br)c2nsnc12)N1CCC(Cc2ccccc2)CC1 was read as BAP1 inh 63.
Screening COc1ccc2c(=O)c(-c3ccc4c(c3)OCCCO4)c(C)oc2c1 returned BAP1 inh 115.
`COc1ccc(N2C(=O)C3C(C2=O)C2C=CC3C23CC3)cc1` (stereo unspecified) gave HePTP inhibitor -12.
Screening COc1ccc(NC2CC(=O)N(CCc3ccccc3)C2=O)cc1 (stereo unspecified) returned HePTP inhibitor -18.
`CCOC(=O)c1sc(NC(=O)c2ccc(Br)o2)cc1C` gave HePTP inhibitor -10.
Cc1cc(C)c(NC(=O)CCCN2CCOCC2)c(C)c1 was read as HePTP inhibitor 5 and BAP1 inh 84.
`CC1(C)C/C(=N\O)c2cc3c(nc2C1)CCCC3` gave HePTP inhibitor 3&-16 and BAP1 inh 87.
For CCN(CC)CCC(=O)c1ccc2c(c1)OCO2 the results were HePTP inhibitor 3.
Screening COC(=O)C1CC(=O)N(c2ccccc2)C1 (stereo unspecified) returned HePTP inhibitor -9.

Next part.
For O=C(Cn1cc2c(n1)CCCC2)NC1CCCCCC1 the results were HePTP inhibitor 5 and BAP1 inh 85.
Screening COc1cc(NC(=O)CN(C)S(=O)(=O)c2ccc(C)cc2)cc(OC)c1 returned HePTP inhibitor 6 and BAP1 inh 95.
Screening CCOc1ccc(N(C)S(=O)(=O)c2ccc3[nH]cc(C(=O)NCC4CCCO4)c(=O)c3c2)cc1 (stereo unspecified) returned HePTP inhibitor 5 and BAP1 inh 51.
`Cc1c(NC(=O)CN2CCN(C(c3ccccc3)c3ccccc3)CC2)c(=O)n(-c2ccccc2)n1C` gave HePTP inhibitor 6 and BAP1 inh 112.
Screening Cc1cc(C)c(C2C(C#N)=C(N)Oc3n[nH]c(C)c32)cc1CN1CCCC1 (stereo unspecified) returned HePTP inhibitor 3 and BAP1 inh 100.
`CCn1c(C(=O)N2CCC(C(=O)NCCCSC3CCCCC3)CC2)cc2sccc21` gave HePTP inhibitor 5 and BAP1 inh 98.
`O=C(NCc1cccnc1)c1ccc(CS(=O)(=O)Cc2ccc(Cl)cc2)o1` gave HePTP inhibitor -6 and BAP1 inh 78.
Screening c1ccc(-c2nnc(CSc3nnc(-c4cccs4)o3)o2)cc1 returned HePTP inhibitor -5 and BAP1 inh 88.
`Cc1cccnc1NC(=O)COc1ccc2oc3c(c2c1)CCCC3` gave BAP1 inh 102.
CSc1ccc(S(=O)(=O)Nc2ccc(N3CCOCC3)c(Cl)c2)cc1 was read as HePTP inhibitor 1 and BAP1 inh 92.
Screening O=C(/C=C/c1ccccc1OCc1ccccc1)c1cccc(Br)c1 returned HePTP inhibitor -3.
`Cc1ccc(Cn2ccc(NC(=O)c3nc4ncccn4n3)n2)cc1` gave HePTP inhibitor -1 and BAP1 inh 84.
COc1cc(NC(=O)c2ccc(OC)c(OC)c2)ccc1NC(=O)c1ccco1 was read as HePTP inhibitor -3.
`CCOc1ncccc1C(=O)Nc1ccc2c(C)cc(=O)oc2c1` gave HePTP inhibitor 3.
`O=C(CCCOc1ccc(Cl)cc1Cl)Nc1ccc([N+](=O)[O-])cc1` gave HePTP inhibitor 6.
COc1ccc(CNC(=O)c2nn3c(c2Cl)NC(c2cccs2)CC3C(F)(F)F)cc1 (stereo unspecified) was read as BAP1 inh 87.
Cc1ccc2c(c1)nnn2C1CCN(S(=O)(=O)c2ccc(C(=O)N(C)C3CCCCC3)cc2)CC1 was read as HePTP inhibitor -12 and BAP1 inh 101.
Screening COc1cc(C=O)cc2c1OC1(C=C2)N(C)c2ccccc2C1(C)C (stereo unspecified) returned HePTP inhibitor -13.
O=C(Nc1nnc(-c2ccc3c(c2)OCO3)s1)c1sc2ccccc2c1Cl was read as HePTP inhibitor 15.
For CC1(C)COC(=O)/C1=N/Nc1ccc([N+](=O)[O-])cc1 the results were HePTP inhibitor 9.
`Clc1cccc(-c2nn3c(COc4ccccc4)nnc3s2)c1` gave HePTP inhibitor -2 and BAP1 inh 115.
Screening CC(=O)Nc1ccc(S(=O)(=O)Nc2cccc(Cl)c2)cc1 returned HePTP inhibitor -10.
Screening O=C(c1ccco1)n1c(=S)nc2ccccn21 returned HePTP inhibitor 7 and BAP1 inh 117.
Screening CC(=O)Nc1ccc(C2Nc3ccccc3C(=O)N2C2CCCCC2)cc1 (stereo unspecified) returned HePTP inhibitor 2 and BAP1 inh 102.
Screening O=C1CSC(=O)N1CNc1cc(Cl)ccc1Cl returned HePTP inhibitor 14.
For Clc1cccc(CN2CCN(Cc3ccccn3)CC2)c1 the results were HePTP inhibitor 12.
O=C(NCC1CCCO1)C1CCCN(c2ncccn2)C1 (stereo unspecified) was read as HePTP inhibitor 7 and BAP1 inh 96.
Screening CC1CCCCC1NC(=O)CSc1nnc(N)s1 (stereo unspecified) returned HePTP inhibitor 11 and BAP1 inh 83.
`CC(=O)C1=C(C)NC(SCC(=O)c2ccccc2)=C(C#N)C1c1ccco1` (stereo unspecified) gave HePTP inhibitor 1 and BAP1 inh 81.
O=C(Nc1ccc(F)cc1)N(Cc1nnc2n1CCCCC2)c1ccccc1 was read as HePTP inhibitor 5 and BAP1 inh 112.
CCSc1nc2ccccc2n1Cc1ccc(OC)c([N+](=O)[O-])c1 was read as HePTP inhibitor -2.
`CC1CCCC(NC(=O)CSc2nnc(N)s2)C1C` (stereo unspecified) gave HePTP inhibitor 12 and BAP1 inh 108.
Screening O=C(NNC(=O)c1ccc([N+](=O)[O-])cc1)Nc1ccccc1 returned HePTP inhibitor 2.
O=C(Oc1oc(-c2ccco2)nc1C=Nc1ccccc1)c1ccco1 was read as HePTP inhibitor 8 and BAP1 inh 85.
COc1cc(/C=C(\C#N)C(=O)Nc2ccc(F)cc2)ccc1O was read as HePTP inhibitor -2.
For CCCCc1ccc(NC(=O)c2ccc(C)cc2)cc1 the results were BAP1 inh 62.
CCN(CC(=O)NCc1ccccn1)S(=O)(=O)c1ccc(Cl)cc1 was read as HePTP inhibitor 12.
Screening CC1CCCCN1S(=O)(=O)c1ccc(F)cc1 (stereo unspecified) returned HePTP inhibitor -14.
COc1ccc(CNS(=O)(=O)c2ccc([N+](=O)[O-])cc2)cc1 was read as HePTP inhibitor 8.
`COc1cc(OC)cc(C(=O)Nc2ccccc2NC(C)=O)c1` gave HePTP inhibitor 9 and BAP1 inh 101.
O=C(CSc1ccc2nnc(-c3cccnc3)n2n1)NCC1CCCO1 (stereo unspecified) was read as HePTP inhibitor 7 and BAP1 inh 87.
For NC(=O)C1=CN(C2OC(COP(=O)(O)OP(=O)(O)OC[C@H]3O[C@@H](n4cnc5c(N)ncnc54)C(OP(=O)(O)O)[C@H]3O)C(O)C2O)C=CC1 (stereo partly specified) the results were BAP1 inh 89.
For CC1(C)CC(=O)C2=C(C1)NC(=O)CC2c1cc2c(cc1Br)OCO2 (stereo unspecified) the results were HePTP inhibitor -6 and BAP1 inh 98.
For COC(=O)c1ccc(COc2ccc(C3C4=C(CCCC4=O)Nc4onc(C)c43)cc2)cc1 (stereo unspecified) the results were HePTP inhibitor 4.

Outcome played no part in choosing rows. Share with any hit: about 0.79%.
